PGE2 EP2 inh = inhibitors of human EP2 prostaglandin E2 receptor; C6 glioma cells expressing human EP2, cAMP TR-FRET; cells stimulated with saturating PGE2; inhibition, % at 25 µM; actives 0.52% (n = 260,000); P43116;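 active means percent inhibition above 40 after rounding to a whole number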;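 further: rat C6 glioma host cells with rolipram phosphodiesterase inhibitor present; the protocol text gives 20 µM as final concentration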
Target sequence (P43116 whole entry, looked up): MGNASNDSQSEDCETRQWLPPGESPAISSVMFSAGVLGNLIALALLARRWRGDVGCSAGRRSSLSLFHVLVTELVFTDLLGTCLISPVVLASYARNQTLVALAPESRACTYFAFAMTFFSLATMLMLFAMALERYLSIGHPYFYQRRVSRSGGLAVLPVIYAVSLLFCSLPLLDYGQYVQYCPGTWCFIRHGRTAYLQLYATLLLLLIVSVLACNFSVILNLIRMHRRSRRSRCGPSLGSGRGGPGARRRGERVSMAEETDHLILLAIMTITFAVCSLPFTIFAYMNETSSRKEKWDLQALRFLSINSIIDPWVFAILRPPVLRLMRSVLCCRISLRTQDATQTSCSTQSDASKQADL
EP2 modulator = modulators of human EP2 prostaglandin E2 receptor | AID 940 | actives 0.83% (n = 260,000) | EP2-expressing cells, cAMP HTRF FRET, PGE2 co-stimulation | P43116 | induction, % at 25 µM;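 active means compounds whose cAMP rise, as percent of the full-agonist control response, exceeds 60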;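 further: rat C6 glioma line stably carrying human EP2 under a CMV promoter; the protocol text gives 20 µM as final concentration; 100% = response of wells given 1 µM PGE2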
The depositor's hits bear a star. These rows are one share of the data; rates above refer to the full screens.

mol	PGE2 EP2 inh	EP2 modulator
CCOC(=O)CNC(=O)CN(Cc1ccccc1)C(=O)c1snc(C(N)=O)c1N	10.9	0.7
C[N+](C)(C)C1CCS(=O)(=O)C1 (centres undefined)	7.6	-25.9
COc1ccccc1N(C(=O)Cn1nnc(-c2ccc(F)cc2)n1)C(C)C(=O)NC1CCCC1 (centres undefined)	11.0	-38.2
O=C(c1cc(O)c(O)c([N+](=O)[O-])c1)c1ccccc1F	11.7	6.4
COC(=O)c1c(Cl)c(Cl)c(C(=O)OC)c(Cl)c1Cl	6.8	-36.1
Cn1c(=O)oc2cc(S(=O)(=O)Nc3ccccc3O)ccc21	8.2	-82.2
CCCCCC(=O)Cc1cc(O)cc(O)c1C(=O)Oc1cc(CC(=O)CCCCC)c(C(=O)O)c(OC)c1	8.1	9.2
Cc1ccccc1NC(=O)Cn1cc(C(=O)C2CC2)c2ccccc21	5.5	-12.6
Cc1ccc(-c2cc(N)c(=O)n(CC(=O)NCC(C)C)n2)o1	4.7	-32.9
O=C(Cc1ccc(Cl)cc1Cl)N1CCn2c(nnc2C2CC2)C1	2.2	-24.1
COc1ccccc1CN(Cc1cncn1C)C1CC(C)(C)NC(C)(C)C1	3.1	4.4
Cc1ccc2occ(CN3CCc4nc(N5CCC(C)CC5)[nH]c(=O)c4C3)c(=O)c2c1	1.1	-38.0
CCOc1ccc(-c2nnn(CC(=O)NC3CCCCC3)n2)cc1	13.3	-13.8
COc1ccc(N2CCN(CC(N)=O)CC2)cc1	10.6	-136.6
Cc1nn(C)cc1S(=O)(=O)NCC(c1ccc(F)cc1)N(C)C (centres undefined)	-1.2	-14.0
CC(c1ccccc1)n1c(Br)nc2c1c(=O)n(C)c(=O)n2C (centres undefined)	7.0	-1.2
CC(=O)c1cn(CC(=O)N2C(C)CCCC2C)c2ccccc12 (centres undefined)	18.6	-108.4
O=C(O)CCNC(=O)/C(=C/c1ccco1)NC(=O)c1ccccc1	7.5	1.1
Cc1ccc(NC(=O)C2C(=O)N(CCO)C3(C)CC2c2ccccc2O3)c(C)c1 (centres undefined)	9.1	15.8
CCc1c(C)nc2ncnn2c1NCc1ccccc1	12.8	-36.2
COc1ccc(C2(C(=O)N[C@@H](C)Cn3nnc4ccccc43)CC2)cc1	5.5	8.9
CCOc1ccccc1NC(=O)CSc1nc(C2CC2)nc2sc3c(c12)CCCC3	9.5	-17.5
CCn1c(COc2cccc(C)c2C)nnc1SCC(=O)N1CCCCC1	3.0	30.4
Cc1ccccc1CN1CCC(N2CCCCC2)CC1	7.9	-20.6
CNCC(O)Cn1c(C)c(C)c2ccccc21 (centres undefined)	10.7	-64.7
CCN1CCN(c2ccc(NC(=O)c3ccccc3Cl)cc2)CC1	9.1	-50.5
O=C(CN1C(=O)[C@@H]2CCCN2C(=O)c2ccccc21)NCc1ccccc1Cl	1.1	-4.3
Cc1cc(OCC(=O)Nc2ccc(N3CCN(S(C)(=O)=O)CC3)cc2)ccc1Cl	9.3	-19.6
Nc1cc(-c2cccs2)nn(CC(=O)NCc2ccc(F)cc2)c1=O	5.8	-31.8
COCCNC(=O)CN(C(=O)CCC(=O)Nc1nccs1)c1ccccc1F	9.0	-15.9
COc1ccc(-n2c(SCC(=O)Nc3ccccc3OC)nnc2-c2ccc(Cl)cc2)cc1	9.5	-52.9
Cc1nc2c(-c3cccs3)c(C)nn2c(NCCCO)c1C	10.4	-114.3
Cc1cc(Cc2c(C)c(C)c(Cc3cc(C)cc(C(C)(C)C)c3O)c(C)c2C)c(O)c(C(C)(C)C)c1	54.6*	16.0
CCN1CCCC1CN(Cc1cc2cc3c(cc2[nH]c1=O)OCO3)C(=O)Nc1ccccc1OC (centres undefined)	15.5	-21.9
O=C(CSc1nnc(-c2cccc(F)c2)o1)N1CCOCC1	22.7	-26.6
O=C(Nc1ccc2nn(-c3ccc(F)cc3)nc2c1)c1ccc([N+](=O)[O-])o1	11.0	-46.2
Cc1ccc(C2(NS(=O)(=O)c3ccc(N4CCCC4=O)cc3)CC2)cc1	8.9	-63.0
COc1ccccc1CCCNC(=O)c1nn2c(C)cc(C)nc2c1Cl	6.2	-51.6
O=C(c1n[nH]c(=O)c2ccccc12)N1CC[C@@H](c2ccccc2)[C@H](O)C1	6.2	10.2
CCOC(=O)CNC(=O)CSc1ccc(-c2nc3ccccc3[nH]2)cn1	21.4	-50.3
CS(=O)(=O)N1CCSC1c1cccc(Cl)c1 (centres undefined)	7.8	11.1
CCN1CCCC1CN(Cc1ccccn1)Cc1ccc(Sc2ncccn2)o1 (centres undefined)	8.0	-20.8
CCCc1nc(OCC(=O)c2ccc(Cl)cc2)c(C#N)c2c1COC(C)(C)C2	7.2	33.4
COc1ccc(CN[C@@H]2CCC(=O)N[C@H]2c2cc(F)cc(F)c2)c(O)c1	7.1	-46.6
Cc1cc2cc(CN(Cc3cccnc3)C(=S)Nc3ccccc3)c(=O)[nH]c2cc1C	15.8	3.6
Cc1cc(C(=O)Nc2nnc(-c3ccccc3Cl)s2)c(C)o1	12.6	-37.4
Cc1cc(NC(=O)c2cccs2)ncc1NC(=O)c1ccccc1F	10.5	-75.5
COCCN1CCN(CC2(c3ccc(Cl)cc3)CC2)CC1	7.5	-24.9
C[C@@H](SCc1ccccc1)C(=O)O	10.7	20.1
COC(=O)C1=C(C)NC(=O)NC1c1cccc2ccccc12 (centres undefined)	12.5	-25.9
O=C(Nc1cccc(-c2csnn2)c1)C1Oc2ccccc2O1	8.4	-78.3
COCCNc1c(C)c(C)nc2cc(-c3ccc(OC)c(OC)c3)nn12	12.2	-15.4
CCOc1ccc(CN2CCC(C(=O)NC(C)(C)C)CC2)cc1	23.5	0.1
CCOC(=O)C1(CC)C(=O)OC(C(=O)NC2CCCCC2)C1C (centres undefined)	28.7	-25.1
CCCOc1ccc(Cl)cc1C1C2=C(CCCC2=O)NC2=C1C(=O)CCC2	8.1	-3.9
CS(=O)(=O)N1CCc2cc(C(=O)Nc3ccccc3C(F)(F)F)ccc21	7.5	-63.2
Cn1c(=O)c(C(=O)Nc2ccc(F)cc2)c(O)c2ccccc21	12.1	-250.6
COc1ccccc1NC(=O)CSc1nc2ccc(C)cc2cc1C#N	14.2	5.2
COc1ccc(C(=O)Nc2cc(C)c(NC(=O)c3ccccn3)cn2)cc1	15.6	-24.7
O=C(c1c(F)cccc1Cl)N1CCCC(c2noc(-c3ccccn3)n2)C1 (centres undefined)	5.0	-15.2

Continuation.
mol	PGE2 EP2 inh	EP2 modulator
O=C(CSc1ncccc1-c1nc2ccccc2[nH]1)N1CCCCCC1	6.3	-45.0
CCc1ccc2[nH]c(=O)c(CN(CCN(C)C)C(=O)Nc3cccc(Cl)c3)cc2c1	9.3	-93.6
CN(C)CCNc1nc2c(c(=O)n(C)c(=O)n2C)n1C	14.8	-14.1
C/C(Cl)=C/Cn1c(NCc2ccccc2)nc2c1c(=O)n(C)c(=O)n2C	12.3	6.2
COC(=O)COc1ccc(S(=O)(=O)N2CCCCC2)cc1Cl	8.6	-20.8
O=C(CCC1CCCC1)N1CCCC(c2nc3c(nnn3Cc3cccc(Cl)c3)c(=O)[nH]2)C1 (centres undefined)	31.9	16.5
Cc1cc(C)cc(-c2nnc(SCc3cc(=O)[nH]c4ccccc34)o2)c1	5.1	14.1
CC(=O)C(C)n1c(CN2CCCCC2C)nc2c1c(=O)n(C)c(=O)n2C (centres undefined)	6.5	-3.8
Cc1cccc(OCC(O)CN2CCCCC2)c1 (centres undefined)	6.3	-17.5
O=C(NCc1ccc(Cl)cc1)C(=O)NCC1CCCO1 (centres undefined)	5.6	-21.4
O=C(CCSc1nc(-c2ccco2)cc(C(F)(F)F)n1)NCc1ccc(F)cc1	8.2	-48.9
CN(CC(=O)O)C(=O)c1ccco1	6.0	-37.8
COCCn1nnnc1C(c1cc2cc(C)c(C)cc2[nH]c1=O)N(Cc1ccccc1)Cc1ccco1 (centres undefined)	15.0	30.4
CC(=O)Nc1ccc(N(C(=O)c2ccco2)C(C(=O)NC2CCCC2)c2ccccc2F)cc1 (centres undefined)	4.6	4.0
COc1ccccc1CN(CCCn1ccnc1)CC1CCOC1 (centres undefined)	5.8	-2.2
CCC(=O)c1cn(CC(=O)N(CC)CC)c2ccccc12	10.9	-42.2
COCCc1ncc(CN(Cc2ccc(F)cc2)C2CC(C)(C)NC(C)(C)C2)cn1	2.6	-38.7
C=CCc1cccc(O)c1/C=N/c1sc(C)c(C)c1C(N)=O	10.7	-14.9
Cc1ccc(NC(=O)CSc2nccc(=O)[nH]2)c(C)c1	23.2	-21.1
Cc1cc2c(cc3c(=O)n(CC(=O)NC(C)c4ccccn4)nc(C)n32)o1 (centres undefined)	7.7	-2.8
COc1ccc2nc(-c3ccccc3)nc(SCC(=O)Nc3ccccc3OC)c2c1	20.2	51.1
Cc1c(C(=O)Nc2ccccc2)sc2ncn(Cc3cccc4ccccc34)c(=O)c12	6.4	-117.8
O=C(c1ccco1)N1CCN(Cc2ccccc2)CC1	0.2	-14.3
COc1ccccc1CN(Cc1cc2cccc(C)c2n2nnnc12)C(=O)C1CCC1	16.9	41.4
CCOc1ccc2[nH]c(=O)c(CN(CCCO)C(=O)c3ccccc3OC)cc2c1	22.2	-9.3
COC(=O)c1c(NC(=O)c2ccccc2F)sc(C(=O)Nc2cccc(OC)c2)c1C	8.5	6.2
O=C(CN1CCN(c2ccccn2)CC1)Nc1ccc(Br)cc1	15.5	-62.3
CCN1CCCC1CN(Cc1ccc(N2CCCC2=O)cc1)Cc1ccccn1 (centres undefined)	6.5	3.9
CCc1ccc2[nH]c(=O)c(CN(Cc3ccc(Cl)cc3)C(=O)c3ccc(OC)c(OC)c3)cc2c1	11.0	6.3
Cn1c(=O)c2c(nc(N3CCCC3)n2CCSc2nc3ccccc3[nH]2)n(C)c1=O	6.4	2.6
CCc1ccc(NC(=S)N(Cc2cc3cc(C)cc(C)c3[nH]c2=O)CC2CCCO2)cc1 (centres undefined)	6.4	12.2
COc1ccc(NC(=O)CSc2nnc(-c3cccc(Br)c3)o2)cc1	6.3	-38.5
COCCOC(=O)C1=C(C)OC(N)=C(C#N)C1c1cc2ccc(C)c(C)c2[nH]c1=O (centres undefined)	7.5	-51.1
COc1cccc(/C(O)=C2/C(=O)C(=O)N(CCCn3ccnc3)C2c2cccnc2)c1 (centres undefined)	12.5	-0.1
CCCNC(=S)N(CCO)Cc1cc2cc(C)cc(C)c2[nH]c1=O	14.8	-18.6
CCC1CC=C2C(C#N)=C(N)C(C#N)(C#N)C(c3cccs3)C2C1 (centres undefined)	9.8	17.5
Cc1ccc(S(=O)(=O)N2CCC(n3nnc4cc(C(F)(F)F)ccc43)CC2)cc1Cl	19.6	13.4
CCC(C)(C)NC(=O)CN(C(=O)c1snc(C(N)=O)c1N)c1ccc(C)cc1C	18.0	-25.9
O=C(Cn1nnc(-c2cccnc2)n1)N1c2ccccc2CCc2ccccc21	6.5	-38.6
CN1C2CC(OC(=O)[C@H](CO)c3ccccc3)C[C@H]1[C@H]1OC21 (some centres undefined)	10.7	-8.2
Cc1sc2ncn(CC#N)c(=O)c2c1C	6.7	14.8
Cc1ccc2c(c1)cc(CN(CC1CCCO1)C(=O)C1CC1)c1nnnn12 (centres undefined)	9.1	22.0
COc1ccc(CNc2c(-c3ccc(OC)c(OC)c3)nc3ccccn23)cc1	18.3	-48.1
CCS(=O)(=O)N1CC=C[C@@H]1C(=O)NCCc1ccccc1	9.0	-39.0
Cc1occc1-c1nnc(SCC(=O)NC(C)(C)C)n1C	10.2	14.9
CCc1cc2ccc(C)cc2nc1SCC(N)=O	13.1	50.1
CCOc1ccc(CC(=O)NC(C)c2nc(-c3ccncc3)n[nH]2)cc1 (centres undefined)	0.4	-65.5
CC(C)c1nnc(NC(=O)c2ccccc2O)s1	8.5	-13.2
COc1cc(NC(=O)c2cccs2)ccc1NC(C)=O	8.5	-29.3
O=C(NCCN1CCC(O)(c2ccc(F)cc2)CC1)c1cc(F)cc(F)c1	5.3	-25.5
O=C(CN1C(=O)N2CCN=C2c2ccccc21)N1CCN(c2ccccc2F)CC1	4.1	-16.6
COc1cccc(/C(O)=C2/C(=O)C(=O)NC2c2ccc(OC)c(OC)c2)c1 (centres undefined)	8.7	-7.6
CNC(=O)C1CCN(S(C)(=O)=O)CC1	12.6	-8.5
Cc1ccc(N(C(=O)Cc2cccs2)C(C(=O)NC2CCCC2)c2cccs2)cc1 (centres undefined)	10.6	80.4*

6 of these compounds, set out differently:
Below each SMILES – PGE2 EP2 inh, EP2 modulator
- COc1cc(NC(=O)c2cccs2)ccc1NC(C)=O
→ 8.5, -29.3
- O=C(NCCN1CCC(O)(c2ccc(F)cc2)CC1)c1cc(F)cc(F)c1
→ 5.3, -25.5
- O=C(CN1C(=O)N2CCN=C2c2ccccc21)N1CCN(c2ccccc2F)CC1
→ 4.1, -16.6
- COc1cccc(/C(O)=C2/C(=O)C(=O)NC2c2ccc(OC)c(OC)c2)c1 (centres undefined)
→ 8.7, -7.6
- CNC(=O)C1CCN(S(C)(=O)=O)CC1
→ 12.6, -8.5
- Cc1ccc(N(C(=O)Cc2cccs2)C(C(=O)NC2CCCC2)c2cccs2)cc1 (centres undefined)
→ 10.6, 80.4*

Screening results: PubChem BioAssay, Emory University Molecular Libraries Screening Center
